TcdB GH inh: TcdB glycohydrolase inhibitors, primary screen, biochemical, single point, plate reader. TcdB glycohydrolase enzymatic assay. inhibition, % at 9.99 µM. 0.24% of 350,000 active; in the data active = inhibition above about 10%
PfHsp40 rescue: rescue of yeast from PfHsp40 toxicity, primary screen, S. cerevisiae, ATP luminescence. S. cerevisiae expressing PfHsp40, growth rescue. growth rescue, % at 12.5 µM. 0.68% of 340,000 active. AID 504582, 2011; in the data active = growth rescue above about 28%, passing the limit was not always enough;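 also: yeast W303a lacking pdr1 and pdr3 grown in galactose medium; growth measured after three days at 30 °C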
FBA Mtb inh: Mtb FBA enzyme inhibitors, primary screen, biochemical, fluorescence, strain H37Rv; Fructose-bisphosphate aldolase (Mycobacterium tuberculosis (strain ATCC 25618 / H37Rv)), …; purified M. tuberculosis FBA, fluorescence read-out; inhibition, % at 1 µM; 2.3% of 360,000 active; in the data active = inhibition above about 27%;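 also: 0% = vehicle and 100% = reference inhibitor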
Target sequence (P9WQA3 whole entry, looked up): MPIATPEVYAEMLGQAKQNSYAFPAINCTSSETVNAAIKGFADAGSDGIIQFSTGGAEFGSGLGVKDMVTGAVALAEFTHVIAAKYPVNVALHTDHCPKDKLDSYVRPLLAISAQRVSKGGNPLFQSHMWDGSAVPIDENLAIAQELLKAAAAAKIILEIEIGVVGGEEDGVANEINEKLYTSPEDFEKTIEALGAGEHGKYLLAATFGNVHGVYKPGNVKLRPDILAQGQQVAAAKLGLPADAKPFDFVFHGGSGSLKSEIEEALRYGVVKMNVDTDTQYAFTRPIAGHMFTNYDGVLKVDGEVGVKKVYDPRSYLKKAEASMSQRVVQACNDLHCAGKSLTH
Mtb UGM inh: M. tuberculosis UGM enzyme inhibitors, primary screen, biochemical, fluorescence polarization, single point | inhibition, % at 10 µM | UDP-galactopyranose mutase (Mycobacterium tuberculosis (strain ATCC 25618 / H37Rv)), … | purified UGM, fluorescence polarization probe displacement | 0.06% of 320,000 active; in the data active = inhibition above about 10%, passing the limit was not always enough
Target sequence (P9WIQ1 whole entry, looked up): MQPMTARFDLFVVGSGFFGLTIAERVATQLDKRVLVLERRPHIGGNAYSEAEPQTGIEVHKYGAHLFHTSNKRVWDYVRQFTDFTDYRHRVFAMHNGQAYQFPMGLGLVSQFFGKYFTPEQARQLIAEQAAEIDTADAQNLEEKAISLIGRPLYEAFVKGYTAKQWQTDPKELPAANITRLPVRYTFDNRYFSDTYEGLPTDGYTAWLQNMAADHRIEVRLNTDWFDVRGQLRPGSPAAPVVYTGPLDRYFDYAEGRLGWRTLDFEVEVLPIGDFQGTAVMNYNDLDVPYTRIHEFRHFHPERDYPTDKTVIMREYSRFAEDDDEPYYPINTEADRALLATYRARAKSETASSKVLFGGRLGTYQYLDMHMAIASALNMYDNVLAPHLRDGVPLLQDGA
Mtb BioA inh: M. tuberculosis BioA enzyme inhibitors, primary screen, biochemical, plate reader, single point, HTS. 7,8-diaminopelargonic acid synthase BioA (Mycobacterium tuberculosis). purified M. tuberculosis BioA enzyme. inhibition, % at 9.99 µM. 0.096% of 360,000 active. AID 602481, 2012; in the data active = inhibition above about 40%
Yp Topo-I inh: Yersinia pestis topoisomerase I inhibitors, primary screen, biochemical, cleavage product accumulation, plate reader, single point. Y. pestis Topo-I cleavage product accumulation. activity, % at 10 µM. 0.064% of 360,000 active. AID 504884, 2011; in the data active = activity above about 50%, passing the limit was not always enough; also: inactives centre near 2
FadD28 binding: inhibitors of FadD28 bisubstrate probe binding, primary screen, biochemical, fluorescence polarization, single point; inhibition, % at 12.5 µM; Mycobacterium tuberculosis FadD28 fatty-acid-AMP ligase; 0.22% of 360,000 active; in the data active = inhibition above about 8.5%, passing the limit was not always enough
BH1578 lux ind: inducers of Vibrio cholerae quorum light production without autoinducers, primary screen, BH1578 luxS cqsA deficient, single point | V. cholerae BH1578 lux reporter, luminescence, 6 h | activation, % at 18.7 µM | 0.16% of 350,000 active | AID 588436, 2011; in the data active = activation mostly above about 9.7%, no sharp cut-off; also: not every result past the cut was called active; inactives centre near 0; reference of the scale not given here
GDH-TPI inh: GDH-TPI coupling enzyme inhibitors, primary screen, artefact control for M. tuberculosis FBA inhibitor project, biochemical, absorbance, full deck. GDH-TPI coupled enzyme counterscreen, NADH absorbance. inhibition, % at 4.8 µM. 1.2% of 360,000 active. AID 588335, 2011; in the data active = inhibition above about 30%;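 also: 0% = DMSO wells and 100% = wells lacking the enzyme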
Active calls of the source: *; i = inactive; . = not tested or not shown; & = joins results of further samples. No enrichment for hits; 4.6% or so of the library scored in one or more.

SMILES	TcdB GH inh	PfHsp40 rescue	FBA Mtb inh	Mtb UGM inh	Mtb BioA inh	Yp Topo-I inh	FadD28 binding	BH1578 lux ind	GDH-TPI inh
CCc1nnc(NC(=O)Cn2nc(-c3ccc(OC)c(OC)c3)ccc2=O)s1	.	0.5	0	3.4	0.0	-7	-2.7	.	3
Cc1ccc(S(=O)(=O)Nc2cccc3c2O[C@H](CN(C)C(=O)Nc2ccc(C(F)(F)F)cc2)[C@@H](C)CN([C@H](C)CO)C3=O)cc1	2.1	-1.5	0	-1.2	2.1	9	-1.7	-1.1	4
COc1ccccc1NS(=O)(=O)c1ccc(C(=O)NCC(c2ccccc2OC)N(C)C)cc1 (stereo unspecified)	0.3	-0.3	1	-2.1	-0.2	5	-3.2	-0.5	5
O=C(CC1Sc2ccccc2NC1=O)OCc1cc(=O)oc2cc(O)ccc12 (stereo unspecified)	0.2	1.4	35*	1.5	.	-3	-5.6	i	21
CCCn1[nH]cc(SC)c(=O)c1=O	.	-0.4	1	1.2	.	5	0.0	-0.7	17
CCOC(=O)CC1(c2ccccc2)CCOC(C)(C)C1 (stereo unspecified)	.	-1.3	-1	0.4	0.5	4	-1.1	1.3	12
COc1ccc(C2C3=C(CCCC3=O)Nc3ccc4ncccc4c32)cc1OC (stereo unspecified)	1.5	-0.1	-1	0.9	.	-2	-1.5	-0.2	4
CN(Cc1ccccc1)C(=O)c1nc2ccccn2c1CNCCCOc1cccnc1	0.9	-0.2	-2	-2.9	1.1	11	-3.7	-0.4	8
O=C(NNS(=O)(=O)c1ccc(F)cc1)c1cnn(-c2ccccc2)c1C(F)(F)F	-1.8	1.1	1	1.5	.	4	-2.0	i	-12
O=C(NNS(=O)(=O)c1ccc2ccccc2c1)NC1CCCCC1	.	-0.4	-4	-1.9	0.0	4	-2.3	i	1
CC(C)C[C@@H](CN)NC(=O)c1nc[nH]c1C(=O)N[C@@H](C)C(=O)CNC[C@H](C)NC(=O)c1nc[nH]c1C(=O)N[C@@H](CC(=O)O)C(=O)O	0.7	-0.6	-3	.	-0.6	-1	-2.7	i	-2
COc1cc(O)c(C(C)=O)c(CC(=O)O)c1	-2.4	-0.7	4	-1.0	-1.5	-4	0.7	-0.4	8
COCCn1c(COc2cccc(OC)c2)nnc1SCC(=O)N1CCOCC1	.	-1.4	1	1.7	.	3	0.4	-0.2	9
NS(=O)(=O)c1ccc(CCNC(=O)CNC(=O)Cc2cccc3ccccc23)cc1	1.5	0.6	-1	1.8	.	5	-1.4	i	-10
C[C@H]1CN([C@@H](C)CO)S(=O)(=O)c2ccc(Br)cc2O[C@H]1CN(C)C(=O)CCN1CCCCC1	1.7&0.3	.	-2	.	3.3&3.5	3	-1.5	-2.1	8
COc1ccc(-c2cc(C(=O)NCc3cccnc3)no2)cc1OC	.	0.4	1	4.3	-1.2	5	0.5	-1.0	4
O=C1CCCN1CC(CN1CCOCC1)Sc1nnnn1-c1ccccc1 (stereo unspecified)	1.4	-0.8&-1.4	-1&6	-1.7	-0.7	-4&9	-4.3&-0.8	-1.0&-0.7	3&2
Cc1ccc(NC(=O)CNc2cc(S(=O)(=O)N3CCOCC3)ccc2NCC2CCCO2)cc1F (stereo unspecified)	-2.0	-1.4	2	4.1	-2.1	-1	-0.9	-0.3	4
NS(=O)(=O)c1cccc(NC(=O)COC(=O)CCC2CCCC2)c1	1.0	-1.0	-2	-0.9	0.0	6	1.0	i	3
CCOc1ccccc1OCC(=O)Oc1ccc(C)c(C)c1	0.1	1.3	4	1.0	-1.8	3	0.9	i	-7
CCN(C(=O)COC(=O)/C=C/c1ccco1)c1c(N)n(Cc2ccccc2)c(=O)[nH]c1=O	4.0	-2.2	4	0.5	-0.2	-7	-0.8	-2.0	17
Cc1ccc(S(=O)(=O)O)c(C)c1N1CCCC1=O	.	-1.3	0	-2.4	.	4	-3.5	i	-3
CCOC(=O)c1ccc(Cl)c(NC(=O)c2ccc(-c3ccccc3)cc2)c1	1.6	-0.7	0	0.2	-1.2	5	-0.5	-1.9	10
COc1cccc(-c2nc(CS(=O)(=O)CC(=O)NCc3ccc(Cl)cc3)c(C)o2)c1	0.9	0.0	0	-2.3	-1.0	16	-3.3	-0.6	9
c1cncc(-c2nc(-c3ccc4c(c3)OCCO4)cs2)c1	1.0	3.7	3	2.6	1.5	14	-0.8	0.8	7
(continued)
SMILES	TcdB GH inh	PfHsp40 rescue	FBA Mtb inh	Mtb UGM inh	Mtb BioA inh	Yp Topo-I inh	FadD28 binding	BH1578 lux ind	GDH-TPI inh
COc1ccc(OCC(=O)OCCN(C)C)cc1	.	3.1	2	1.7	-1.5	2	1.4	i	13
Cc1ccc(N2CC(C(=O)Nc3nnc(SCCN4CCOCC4)s3)CC2=O)cc1 (stereo unspecified)	0.2	-0.5	1	5.6	0.3	18	2.1	-0.9	6
COC(=O)c1c(NC(=O)c2ccc(C)o2)sc2c1CCCCC2	.	-0.8	7	.	.	4	0.7	i	18
CCN(CC)S(=O)(=O)c1ccc2[nH]cc(C(=O)NCCC3=CCCCC3)c(=O)c2c1	.	5.0	9	-1.5	0.8	-7	-9.2	5.0	7
O=C(Nc1ccccc1C(F)(F)F)c1cc2ncc(CCCl)cn2n1	.	0.8	6	-1.2	.	-9	-1.9	-0.2	0
COc1ccc2c(c1)CCc1c(C(=O)N(C)c3ccccc3)noc1-2	1.7	-0.3	0	2.2	-0.3	4	-5.5	-0.3	-2
Cc1cc(Br)ccc1NC(=O)CN(C)C(=O)c1cccc(S(=O)(=O)N2CCN(C)CC2)c1	0.9	-0.2	1	.	4.6	-2	-3.0	-0.9	-6
COc1ccc(OC)c(C2=NOC(C(=O)NCc3cccnc3)C2)c1 (stereo unspecified)	-0.5	-0.5	2	-1.2	-1.6	2	-1.4	i	6
COc1ccccc1C1CC(c2cccs2)=NN1C(=O)CCC(=O)O (stereo unspecified)	-6.8	-0.7	5	1.8	-1.5	-1	-3.0	-0.2	21
CC(=O)NCCCc1nc2ccccc2n1Cc1cc(C)ccc1C	0.4	-0.5	0	0.0	.	-1	-1.8	-0.2	3
CCCCNC(=O)c1cc(-c2ccc(OC)cc2)on1	.	0.5	5	2.2	.	-9	0.4	-1.2	10
CCOCCCNC(=S)Nc1ccc(S(N)(=O)=O)cc1	.	-0.1	0	-0.2	.	1	-3.8	-0.4	-1
O=C(CCC(=O)NNC(=O)Nc1cccc(Cl)c1)NCc1ccccc1	1.8	-0.3	-2	-0.4	.	4	-3.4	-0.7	-4
Cc1ccc(S(=O)(=O)CCC(=O)OCC(=O)N(C)Cc2ccccc2)cc1	1.1	1.2	3	.	1.5	6	-0.5	0.0	2
O=C(COc1ccccc1)NCC(=O)N/N=C/C=C/c1ccccc1	1.8	-0.4	-1	2.4	.	4	-0.4	i	12
CCC(C)(C)C(=O)Nc1ccc(OC)cc1[N+](=O)[O-]	-0.5	18	0	3.1	.	9	-2.1	-0.3	3
CCC(=O)c1ccc(OC(=O)/C=C/c2cc(OC)c(OC)c(OC)c2)cc1	-0.6	1.6	5	0.5	0.0	31	-2.5	i	15
CC(=O)Cn1ncc(N2CCCCC2)c(Cl)c1=O	-1.0	0.2	-1	-2.0	.	-2	-0.3	-0.5	2
COCc1c(C(=O)NCc2ccccc2CN2CCCC2)oc2ccccc12	0.3	-0.5	3	1.3	-1.4	1	-0.6	-3.1	3
O=C(Nc1cccc(C(F)(F)F)c1)n1cc(-c2ccccn2)c(N2CCOCC2)n1	-0.2	-0.2	0	0.1	.	-8	-2.7	-0.3	13
CC[C@@H](C(=O)n1nc(C)cc1C)[C@H](NS(=O)(=O)c1ccc(C)cc1)c1ccccc1	.	-0.6	2	0.8	-3.0	2	-2.6	-3.4	-3
CC(C)N(CCNC(=O)C1CCN(S(=O)(=O)N2CCOCC2)CC1)Cc1ccccc1	.	0.0	1	1.8	-1.0	0	-0.7	4.2	4
Cc1ccc(N2C(=O)CC(n3nc(C)cc3C)C2=O)cc1 (stereo unspecified)	.	-0.1	3	-0.9	-2.5	0	-2.0	-0.2	4
Cc1ccc(C2C=C(c3ccccc3OC(F)F)Nc3ncnn32)cc1 (stereo unspecified)	.	2.1	32*	0.0	0.8	29	-1.4	1.2	13
Cc1ccccc1C(=O)N1CCN=C1SCc1ccc([N+](=O)[O-])cc1	1.4	-1.5	3	.	-3.5	-1	-3.7	-2.1	3

A different layout for some results above.
COc1ccc2c(c1)CCc1c(C(=O)N(C)c3ccccc3)noc1-2
  TcdB GH inh: 1.7
  PfHsp40 rescue: -0.3
  FBA Mtb inh: 0
  Mtb UGM inh: 2.2
  Mtb BioA inh: -0.3
  Yp Topo-I inh: 4
  FadD28 binding: -5.5
  BH1578 lux ind: -0.3
  GDH-TPI inh: -2
Cc1ccc(N2CC(C(=O)Nc3nnc(SCCN4CCOCC4)s3)CC2=O)cc1 (stereo unspecified)
  TcdB GH inh: 0.2
  PfHsp40 rescue: -0.5
  FBA Mtb inh: 1
  Mtb UGM inh: 5.6
  Mtb BioA inh: 0.3
  Yp Topo-I inh: 18
  FadD28 binding: 2.1
  BH1578 lux ind: -0.9
  GDH-TPI inh: 6
COCc1c(C(=O)NCc2ccccc2CN2CCCC2)oc2ccccc12
  TcdB GH inh: 0.3
  PfHsp40 rescue: -0.5
  FBA Mtb inh: 3
  Mtb UGM inh: 1.3
  Mtb BioA inh: -1.4
  Yp Topo-I inh: 1
  FadD28 binding: -0.6
  BH1578 lux ind: -3.1
  GDH-TPI inh: 3

Other structures follow:
SMILES	TcdB GH inh	PfHsp40 rescue	FBA Mtb inh	Mtb UGM inh	Mtb BioA inh	Yp Topo-I inh	FadD28 binding	BH1578 lux ind	GDH-TPI inh
CCC(C)NC(=O)COc1ccc(OCc2ccccc2)cc1 (stereo unspecified)	0.4	0.0	2	4.9	.	17	-1.8	.	0
CCOC(=O)N(C)C[C@H]1OCc2cnnn2CCCC(=O)N([C@@H](C)CO)C[C@@H]1C	-5.6&0.1	.	9	.	-9.7&0.3	-1	1.0	i	16
CCOc1ccc(CN2CCN(C/C=C/c3ccc(OC)cc3)CC2CCO)cc1 (stereo unspecified)	1.1	-0.4	-4	-0.2	1.2	14	-1.8	-0.6	-2
O=C(CCC1CCCN(C(=O)CCCc2ccccc2)C1)N1CCN(c2ccccn2)CC1 (stereo unspecified)	1.6	0.9	7	0.4	-0.2	26	-0.5	i	13
COc1ccc(OC)c2[nH]c(=O)c(CCNS(=O)(=O)c3ccccc3)cc12	.	-0.3	6	0.2	.	2	-2.1	i	6
COCC(COCCCNC(=O)Nc1ccc(Br)cc1)OC (stereo unspecified)	.	0.0	-4	2.0	1.3	-4	-1.6	-0.5	-3
COc1ccc(C(NC(=O)C2CCN(CCOc3ccc(Cl)cc3Cl)CC2)c2ccccn2)cc1 (stereo unspecified)	0.8	.	1	.	1.1	33	-0.9	-0.9	3
COc1cccc(/C=C/c2ccccn2)c1O	-3.8	1.7	4	-5.0	.	-2	0.4	-0.2	3
O=S(=O)(NC(=S)NC1CCCCC1)c1ccccc1	1.3	-1.9	3	1.3	.	3	-1.8	2.0	6
Cc1cc(NCCN2CCOCC2)n2nc(C)c(-c3ccccc3)c2n1	.	-0.9	1	-1.6	1.2	-2	-1.4	-0.3	12
CCN(CC(=O)Nc1ccc(NC(C)=O)cc1)C(=O)CSc1ncnc2sc(C)c(C)c12	0.0	-0.4	2	3.2	-1.1	1	0.0	0.7	2
O=C(Cc1cccc(NC(=O)C2CCCN(C(=O)C3CC3)C2)c1)Nc1ccc(C(=O)N2CCOCC2)cc1 (stereo unspecified)	-0.3	-1.4	-2	.	0.1	-9	-2.6	i	-10
CC(=O)c1ccc(NC(=O)C(C)Sc2nnc(C3CC3)n2C2CC2)cc1 (stereo unspecified)	0.3	-0.1	6	-0.8	6.8	2	-0.9	i	1
Cc1ccccc1-c1cccc([C@@H]2C[C@H]3[C@H](CON3C)CN2C(=O)C(C)(C)C)c1	0.5	4.1	-1	.	0.5	7	-0.6	i	-10
